GAA inh = qHTS Assay for Inhibitors of Human alpha-Glucosidase as a Potential Chaperone Treatment of Pompe Disease; 0.005% of 200,000 active; purified human GAA, 4-MU-alpha-glucoside fluorescence; Lysosomal alpha-glucosidase (Homo sapiens), P10253; Potency, µM (titrated, usually from 76.9 µM), for inactives: at the highest dose activity change, negative = inhibition, actives largely listed as inhibitors;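 also: potency is read from the fitted curve at half-maximal effect; plate controls were uninhibited enzyme wells for no effect and no-enzyme background for full effect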
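Human alpha-glucosidase, 4 nM, pre-mixed with test compounds before 400 uM 4-methylumbelliferyl substrate; 20 min room temperature at pH 5.0. Fluorescence read after pH 10 stop; AC50 values from Hill-equation fits.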
LMNA splice mod = qHTS Assay for Modulators of Lamin A Splicing | HeLa LMNA splicing GFP/RFP minigene ratio, 48 h | 0.01% of 200,000 active | Potency, µM (doses to about 46.1 µM), for inactives: at the highest dose ratio change, negative = inhibition, hits mostly inhibitors; active = well fitted inhibition curve with a large enough effect in the signal ratio, with a control signal flat, not every such curve was filed as active; inconclusive = small, poorly fitted or top-dose-only effect, or effect the other way, or a change in a side signal; the % refers to the signal ratio; also: potency is read from the fitted curve at half-maximal effect; % is scaled to controls: 0 for no effect and ±100 for the full control effect
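S3 HeLa cells stably expressing lamin A-EGFP splicing minigene plus DsRed2, 600 cells/well, 48 h compound exposure at 37C. Laser-scanning cytometry; analysed as GFP (500-530 nm)/RFP (575-640 nm) total intensity ratio; 0.5% DMSO vehicle.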
GAA glycogen = qHTS Assay for Inhibitors and Activators of Human alpha-Glucosidase Cleavage of Glycogen | recombinant GAA, glycogen substrate, Amplex Red glucose oxidase fluorescence | Potency, µM (series often up to 76.4 µM), without a hit: top-dose activity change, negative = inhibition, usual class: inhibitors | 0.38% of 300,000 active | AID 2100, 2009 | Lysosomal alpha-glucosidase (Homo sapiens), P10253;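 also: potency is read from the fitted curve at half-maximal effect; 0% = full enzyme reaction and -100% = no-enzyme basal signal; the screen sought inhibitors and activators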
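Natural-substrate format: glycogen cleavage by 4 nM human enzyme, glucose read by Amplex Red coupling (Ex 573, Em 610 nm). Normalized to enzyme and no-enzyme controls.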
CBFb-RUNX1 inh = qHTS Assay for Compounds Blocking the Interaction Between CBF-beta and RUNX1 for the Treatment of Acute Myeloid Leukemia. AlphaScreen CBFb-His/RUNX1-biotin binding, biochemical. Runt-related transcription factor 1 (Homo sapiens) + Core-binding factor subunit beta …. Potency, µM (highest dose often 59.8 µM), for inactives: at the top dose activity, negative = inhibition, hits mostly inhibitors. 230,000 tested, under 10 active; also: % of control where 0% means no effect
Target sequence (Q01196 whole entry, looked up): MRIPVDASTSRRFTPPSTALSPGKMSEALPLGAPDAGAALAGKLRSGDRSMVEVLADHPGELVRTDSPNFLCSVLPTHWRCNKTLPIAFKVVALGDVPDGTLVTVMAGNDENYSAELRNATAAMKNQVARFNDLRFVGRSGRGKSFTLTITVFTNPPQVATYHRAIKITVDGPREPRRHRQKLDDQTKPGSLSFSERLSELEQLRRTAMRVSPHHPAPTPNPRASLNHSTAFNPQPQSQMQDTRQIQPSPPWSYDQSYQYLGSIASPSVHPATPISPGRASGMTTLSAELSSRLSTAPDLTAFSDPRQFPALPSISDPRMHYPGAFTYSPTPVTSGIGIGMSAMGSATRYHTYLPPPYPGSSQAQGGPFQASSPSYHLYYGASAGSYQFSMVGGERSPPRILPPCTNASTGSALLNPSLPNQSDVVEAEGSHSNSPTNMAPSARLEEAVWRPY
Target sequence (Q13951 whole entry, looked up): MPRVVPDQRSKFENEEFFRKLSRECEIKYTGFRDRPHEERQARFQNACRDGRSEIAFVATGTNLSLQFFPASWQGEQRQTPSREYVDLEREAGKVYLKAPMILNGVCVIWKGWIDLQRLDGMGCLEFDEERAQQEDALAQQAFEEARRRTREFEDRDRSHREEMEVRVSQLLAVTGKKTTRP
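Proteins preincubated together for 20 min at RT before compound addition; 15 min later, nickel and streptavidin beads were added and left 90 min prior to AlphaScreen measurement.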
HttQ103 aggreg = qHTS Multiplex Assay to Identify Dual Action Probes in a Cell Model of Huntington: Aggregate Formation (GFP). PC12 HttQ103-GFP aggregates, Acumen cytometry, 40 h. Potency, µM (top dose mostly 46.1 µM), without a hit: top-dose activity change, negative = inhibition, hits mostly inhibitors. 1.1% of 220,000 active. AID 1688, 2009; also: potency is read from the fitted curve at half-maximal effect; % is scaled to controls: 0 for no effect and ±100 for the full control effect; nearly all actives have a fitted effect of over 60% in size
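Read-out: GFP aggregate count by laser scanning cytometer (488 nm excitation, 500-530 nm emission, 1–25 µm objects >6 SD above background). Cells: PC12, inducible HTTex1-Q103-GFP, 100 nM tebufenozide; compounds titrated.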
HTT cytoprotect = qHTS Multiplex Assay to Identify Dual Action Probes in a Cell Model of Huntington: Cytoprotection (ATP); 0.14% of 230,000 active; Potency, µM (highest dose often 56.4 µM), inactives show cytoprotection (ATP increase), hits mostly activators; PC12 HTT-Q103 induced, cytoprotection, ATP luminescence, 40 h;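 also: potency is read from the fitted curve at half-maximal effect; % of control where 0% means no effect; nearly all actives have a fitted effect of over 45% in size; toxic huntingtin expression switched on by the ecdysone agonist tebufenozide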
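Huntington model: PC12 line, ecdysone-inducible HTTQ103 exon1–GFP, tebufenozide 100 nM. Test articles in a dose series. Endpoint luminescence from cellular ATP.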
aGlu spleen mod = qHTS Assay for Inhibitors and Activators of Human alpha-Glucosidase From Spleen Homogenate; 0.006% of 240,000 active; Lysosomal alpha-glucosidase (Homo sapiens), P10253; Potency, µM (doses to about 79.9 µM), for inactives: at the highest dose activity change, negative = inhibition, most hits filed as inhibitors; human spleen homogenate, 4-MU-alpha-glucoside fluorescence;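 also: potency is read from the fitted curve at half-maximal effect; 0% = enzyme with vehicle and -100% = no enzyme basal signal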
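Compounds were titrated against alpha-glucosidase in spleen homogenate at pH 5.0, with 1 mM 4-methylumbelliferyl substrate for 40 min at 37 C. Reactions were quenched with pH 10 NaOH/glycine and fluorescence measured.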
* marks the source's active call; other numbers are inactive results; ? = inconclusive; . = not tested or not shown; [ ] = another dose, or the depositor's remark. Unless noted, calls follow the shape of the dose curve; as a rule, active = well fitted curve in the direction sought with a large enough effect; inconclusive = small, poorly fitted or top-dose-only effect, or another doubt; inactive = no such curve, though single readings can be large; an effect the other way counts as inactive or inconclusive.

SMILES	GAA inh	LMNA splice mod	GAA glycogen	CBFb-RUNX1 inh	HttQ103 aggreg	HTT cytoprotect	aGlu spleen mod
COc1ccc(S(=O)(=O)N2CCC(C(N)=O)(N3CCCCC3)CC2)cc1	1.3%	-13.6%	6.9%	0.6%	-3.5%	-2.3%	-0.7%
CC1(C)CC(=O)C2=C(C1)NC(=O)CC2c1cc(F)ccc1F (stereo not drawn)	-5.1%	3.1%	2.7%	0.1%	-1.7%	11.6%	-8.9%
CC(=O)Nc1cccc(NC(=O)CSc2nc3ccccc3o2)c1	2.0%	-8.6%	-2.1%	6.2%	-9.3%	.	2.3%
N=C1C2=C3Sc4ccccc4N3CCCC2=NN1c1cccc(S(=O)(=O)O)c1	.	.	-4.8%	-2.9%	-1.7%[9.22 µM]	0.5%[10 µM]	-12.3%
CN(C)c1nc(N(C)C)nc(N2CCCCC2)n1	-2.5%	-0.4%	-22.5%	1.3%	6.1%	6.0%	-2.4%
CCOC(=O)CSc1nnc(Cn2c(=O)sc3ccccc32)n1C	6.8%	-9.4%	-7.6%	7.1%	-7.8%	12.6%[10 µM]	-7.3%
COc1cccc(-c2ccc3ncnc(NCc4ccccc4OC)c3c2)c1	.	?	.	.	.	-32.3%[inhibitor]	6.6%
Cc1ccc(C2C(C#N)=C(N)N(N(C)C)C3=C2C(=O)CCC3)cc1 (stereo not drawn)	-5.0%	10.1%	6.6%	4.8%	1.8%	.	-2.6%
CC(=O)c1ccc(NC(=S)Nc2cccc(Cl)c2C)cc1	1.8%	.	-23.2%	8.9%	5.0%	.	6.7%
Cn1c(NCCN2CCCCC2)cc(=O)n(C)c1=O	-0.3%	8.9%	3.1%	1.2%	-8.2%	-14.9%	5.3%
COc1ccc(NC(=S)N(C)CC2COc3ccccc3O2)cc1 (stereo not drawn)	-3.8%	.	-10.6%	-1.2%	22.4%	8.2%	-3.6%
Cn1cnc2cc(OC(=O)c3ccccc3)ccc21	-3.5%	-0.7%	3.3%	1.7%	-8.8%	-19.3%	2.1%
COC(=O)c1cc2sc(Cl)cc2n1CC(=O)Nc1cccc(SC)c1	-0.8%	?	-0.1%	1.6%	12.3%	-18.4%	-9.6%
CC(C)Nc1nc(NNc2nc(Cl)nc(NC(C)(C)C)n2)nc(NC(C)C)n1	.	.	?	3.6%	-9.1%[9.22 µM]	-7.6%[10 µM]	-0.6%
Cc1cccc(OC2CCN(Cc3c(C(=O)N4CCCC4)nc4ccccn34)CC2)c1	?	.	19.3%	-5.2%	-11.6%[9.22 µM]	-11.7%[10 µM]	8.2%
CCCN(Cc1cc2ccccc2[nH]c1=O)C(=O)c1cccc([N+](=O)[O-])c1	.	.	6.2%	3.4%	-2.3%[9.22 µM]	26.0%[10 µM]	2.9%
Cc1ccc(OCC(=O)Nc2ccc(N3CCN(S(C)(=O)=O)CC3)cc2)cc1C	7.0%	-6.5%[46 µM]	7.4%	10.3%	4.6%[9.22 µM]	16.3%[10 µM]	-3.7%
COCCNC(=O)COC(=O)c1ccc(S(=O)(=O)N2CCOCC2)cc1	-8.1%	.	-1.4%	-3.2%	-12.6%	-13.1%	4.0%
Nc1c(C(=O)NCC2CCCO2)c2nc3ccccc3nc2n1-c1ccccc1 (stereo not drawn)	?	-11.6%	-9.2%	29.9%	?	-15.2%[4.97 µM]	-8.3%
O=C1C2C(C(=O)N1CC1CCCO1)C1C=CC2C12CC2 (stereo not drawn)	-7.8%	4.9%	-3.0%	-2.6%	-0.1%	-0.3%[10 µM]	0.8%
CCOc1ccccc1/C=N/NC(=O)CNC(=O)c1ccc(S(=O)(=O)N2CCOCC2)cc1	-12.3%	7.2%	0.5%	1.8%	10.8%	4.0%[10 µM]	-2.2%
COc1cccc(CNCC(O)(c2ccc(Cl)cc2)c2ccc(Cl)cc2)c1	?	?	-2.4%	11.4%	?	-22.9%	4.7%
OCCC1CN(Cc2cn[nH]c2C2CCCCC2)CCN1Cc1ccccc1 (stereo not drawn)	4.3%	13.9%[46 µM]	-6.0%	-1.4%	.	.	3.5%
CC1=C(C(=O)N2CCOCC2)C(c2ccc(-c3ccccc3)cc2)NC(=S)N1 (stereo not drawn)	0.3%	-10.1%[46 µM]	-9.7%	11.1%	3.9%	-40.8%	-9.6%
CC(=O)c1cccc(NC(=O)CN(C)S(=O)(=O)c2ccccc2)c1	-16.5%	13.4%[46 µM]	3.8%	2.7%	-1.3%	4.9%[10 µM]	-4.6%
Cc1cccc(NC(=O)C(C)OC(=O)c2ccccc2NS(=O)(=O)c2cc(C)c(C)c([N+](=O)[O-])c2)c1 (stereo not drawn)	-10.8%	?	8.9%	-17.8%	-27.3%	19.8%[1.9 µM]	0.9%
CCOC(=O)/C(C(N)=NC)=C(\O)c1ccccc1	-1.8%	5.1%	-2.4%	7.1%	-16.1%	5.0%	-9.4%
O=C(C1CC1)N1CCc2cc(S(=O)(=O)NCCC3=CCCCC3)ccc21	-3.1%	9.6%	-5.3%	-0.7%	-12.6%	-33.9%	-5.0%
Cc1ccc(CNC(=O)CCS(=O)(=O)c2ccc(Br)s2)cc1	-4.0%	0.8%	-16.6%	-15.2%	5.0%	-16.2%	1.1%
COc1cc(/C=N/OCC(=O)NC23CC4CC(CC(C4)C2)C3)ccc1OCc1ccccc1	?	?	-8.7%	-2.4%	?	-10.7%[10 µM]	1.0%
COc1cccc(C2=NOC(C(=O)NCc3cccs3)C2)c1 (stereo not drawn)	-2.9%	-14.1%	3.8%	-4.2%	13.5%	-39.0%[inhibitor]	4.4%
Cc1[nH]nc2c1C(c1ccoc1)C(C#N)=C(N)O2 (stereo not drawn)	-4.3%	-6.7%	-13.4%	2.7%	-11.4%	-2.1%	4.4%
O=C(N/N=C/c1cc2c(cc1Br)OCO2)C1COc2ccccc2O1 (stereo not drawn)	-3.8%	7.2%[46 µM]	-10.1%	-8.5%	-1.5%	14.9%[10 µM]	-20.9%
C=CCNC(=O)c1ccccc1NC(=O)c1ccccc1	-14.4%	8.3%	-3.2%	6.7%	-4.8%	14.1%	-4.7%
OCCSc1nc(-c2cccnc2)nc2ccccc12	-6.4%	-8.7%	-3.5%	3.6%	-9.3%	-6.6%	1.7%
Brc1ccc(OCc2nnc3n2CCC3)cc1	0.1%	-12.4%	11.1%	2.9%	-12.6%	-0.6%[1.9 µM]	-1.3%

Overlap with the part before: five entries; new compounds follow.
SMILES	GAA inh	LMNA splice mod	GAA glycogen	CBFb-RUNX1 inh	HttQ103 aggreg	HTT cytoprotect	aGlu spleen mod
Cc1[nH]nc2c1C(c1ccoc1)C(C#N)=C(N)O2 (stereo not drawn)	-4.3%	-6.7%	-13.4%	2.7%	-11.4%	-2.1%	4.4%
O=C(N/N=C/c1cc2c(cc1Br)OCO2)C1COc2ccccc2O1 (stereo not drawn)	-3.8%	7.2%[46 µM]	-10.1%	-8.5%	-1.5%	14.9%[10 µM]	-20.9%
C=CCNC(=O)c1ccccc1NC(=O)c1ccccc1	-14.4%	8.3%	-3.2%	6.7%	-4.8%	14.1%	-4.7%
OCCSc1nc(-c2cccnc2)nc2ccccc12	-6.4%	-8.7%	-3.5%	3.6%	-9.3%	-6.6%	1.7%
Brc1ccc(OCc2nnc3n2CCC3)cc1	0.1%	-12.4%	11.1%	2.9%	-12.6%	-0.6%[1.9 µM]	-1.3%
CCOc1ccc(Nc2nc3ccccc3n3cnnc23)cc1	.	.	0.9%	8.0%	20.0%[9.22 µM]	6.9%[10 µM]	3.3%
Cc1ccc(C(=O)Nc2ncc(C)s2)o1	-1.1%	12.6%	6.1%	-0.9%	1.0%	-58.7%[inhibitor]	-6.8%
CC(=O)N1CCC(N(CCN2CCOCC2)C(=S)Nc2cccc(C)c2)CC1	-3.2%	-7.7%	-6.0%	5.2%	5.4%	6.6%[10 µM]	-1.2%
O=S(=O)(NCCOc1ccccc1)c1ccc2ccccc2c1	-9.7%	3.3%	-5.9%	1.4%	-10.9%	7.6%	-0.3%
CNC(=S)N/N=C/c1cn(CCOc2cccc(OC)c2)c2ccccc12	-2.6%	?	-14.9%	?	4.1%	?	2.5%
CCN(CC)C(=O)CSc1nnc([C@H](Cc2c[nH]c3ccccc23)NC(=O)OC(C)(C)C)o1	1.0%	?	12.7%	4.8%	9.0%	-6.1%[0.074 µM]	2.1%
O=C(NCc1cccs1)c1nn2cccnc2c1Cl	1.6%	3.7%	-20.6%	2.2%	-6.7%	10.4%[10 µM]	-7.4%
C=CCn1c(P(=O)(O)c2ccccc2)nc2ccccc21	-1.3%	17.0%	2.5%	3.2%	8.3%	-40.1%[inhibitor]	-3.3%
S=C(Nc1ccc(Cl)cc1Cl)NC1CCN(Cc2ccccc2)CC1	-3.0%	?	-3.9%	-3.1%	5.0%	25.0%[10 µM]	-2.6%
CCCCNC(=O)/C(C#N)=C/c1ccc(C(=O)OC)cc1	-1.1%	?	3.0%	-4.3%	1.7%	-15.5%	0.9%
CCc1ccc(C2(O)CC(C(F)(F)F)=NN2C(=O)Cc2ccc([N+](=O)[O-])cc2)cc1 (stereo not drawn)	-12.1%	?	-5.6%	6.2%	?	-26.1%[10 µM]	-16.5%
CCOC(=O)c1sc(NC(=O)Nc2ccccc2F)nc1C	-8.5%	3.4%	8.0%	-1.2%	14.4%	-51.9%[inhibitor][10 µM]	-10.1%
COc1ccc2[nH]c(=O)c(CN(CC3CCCO3)C(=S)Nc3ccc(C)cc3)cc2c1 (stereo not drawn)	?	8.9%[46 µM]	-1.4%	-2.5%	-5.4%[9.22 µM]	13.6%[10 µM]	0.5%
O=C(/C=C/c1ccco1)N1CCN(c2ccc(F)cc2)CC1	.	.	-1.0%	6.8%	9.6%[9.22 µM]	-1.1%[10 µM]	0.3%
Nc1nc(-c2cccs2)cs1	5.4%	17.2%	2.2%	-3.2%	5.7%	-11.8%[10 µM]	2.6%
O=C(c1cccs1)N1CCCN(c2ncnc3scc(-c4ccccc4)c23)CC1	1.1%	?	1.2%	6.4%	6.9%[9.22 µM]	0.3%[10 µM]	2.8%

From PubChem BioAssay
